PrPC surface inh = cell surface PrPC inhibition, primary TR-FRET screen; inhibition, % at 13.8 µM; 370,000 tested, 0.43% active; TR-FRET read-out; P04156; AID 720596; in the data active means inhibition above about 24%; further: 0% = median of the test wells and 100% = reference compound wells
BH1578 lux ind = induces V. cholerae light production without autoinducers; V. cholerae BH1578 lux reporter, luminescence, 6 h; activation, % at 18.7 µM; 350,000 tested, 0.16% active; in the data active means activation mostly above about 9.7%, no sharp cut-off; inconclusive means no clear call, values can overlap the other calls; inactive means mostly below about 3.7%; further: not every result past the cut was called active; inactives centre near 0; reference of the scale not given here
Anthrax LF inh2 = anthrax lethal factor protease inhibition. multiplex microsphere protease cleavage assay, LF. P15917. 360,000 tested, 0.12% active. inhibition, % at 10 µM; further: plate controls were buffer without enzyme for full effect and enzyme alone for no effect
TcdB GH inh = blocks C. difficile toxin B glycohydrolase activity; 350,000 tested, 0.24% active; P18177; AID 652162; inhibition, % at 9.99 µM; TcdB glycohydrolase enzymatic assay, plate reader; in the data active means inhibition above about 10%
SARS 3CLpro inh = SARS-CoV 3CLpro protease inhibition | recombinant SARS-CoV 3CLpro, quenched FRET peptide cleavage | 290,000 tested, 0.14% active | inhibition, % at 6 µM; in the data active means inhibition above about 12%
BoNT-A LC inh2 = BoNT A light chain protease inhibition. multiplex microsphere protease substrate cleavage, flow cytometry. inhibition, % at 10 µM. 360,000 tested, 0.17% active. AID 588499; further: plate controls were buffer without enzyme for full effect and enzyme alone for no effect
PfHsp40 yeast = restores yeast growth despite PfHsp40 toxicity | S. cerevisiae expressing PfHsp40, growth rescue, ATP luminescence | growth rescue, % at 12.5 µM | 340,000 tested, 0.68% active; in the data active means growth rescue above about 28%, passing the limit was not always enough; inconclusive means no clear call, values can overlap the other calls;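 further: yeast W303a lacking pdr1 and pdr3 grown in galactose medium; growth measured after three days at 30 °C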
Yp Topo-I inh = blocks Yersinia pestis topoisomerase I activity; Y. pestis Topo-I cleavage product accumulation, plate reader; activity, % at 10 µM; 360,000 tested, 0.064% active; in the data active means activity above about 50%, passing the limit was not always enough; inconclusive means no clear call, values can overlap the other calls; further: inactives centre near 2
SSB-PriA inh = inhibitors of Klebsiella pneumoniae PriA binding to SSB C-terminal tail | AlphaScreen SSBct-PriA binding, biotinylated peptide | inhibition, % at 33 µM | 430,000 tested, 0.6% active | AID 1272365; in the data active means inhibition mostly above about 37%, no sharp cut-off; inactive means mostly below about 20%;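 further: plate controls were negative control peptide for no effect and reference peptide for full effect; strong numbers were not always called active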
An asterisk follows results filed as active; i = inactive; u = inconclusive; x = no result given. Unless noted, no stated cut-off is given here; in the data, active means inhibition above about 30%; inconclusive means no clear call, values can overlap the other calls; inactive means below that. The list is partial; count on the stated rates, not on these rows.

molecule	PrPC surface inh	BH1578 lux ind	Anthrax LF inh2	TcdB GH inh	SARS 3CLpro inh	BoNT-A LC inh2	PfHsp40 yeast	Yp Topo-I inh	SSB-PriA inh
CCCn1nnnc1SCC(=O)N1CCCCC1	-1	i	-1	0.9	-6	1.9	-0.6	4	-10
O=C(O)c1ccn2c(C(=O)c3ccc(Cl)cc3)c(-c3ccccc3)cc2c1	-1	i	15	1.0	3	7.8	72*	4	-5
Nc1ccc(C(=O)OCC(=O)Nc2ccc([N+](=O)[O-])cc2C(F)(F)F)cc1	-10	3.4	0	x	1	-0.1	-1.0	-10	4
CC(C)(C)OC(=O)N1CCC[C@H]1c1nnc(SCc2ccccc2Cl)o1	3	i	-1	x	-7	0.0	2.0	30	-23
O=C(/C=C/c1ccccc1)N1CCC(N2CCC(C(=O)N3CCOCC3)CC2)CC1	-1	i	2	0.5	-2	-0.6	-0.1	1	-8
c1cc(-c2cc3cc(N4CCOCC4)ccc3o2)cs1	8	-0.9	2	1.1	x	0.1	1.0	-8	-2
CC(=O)N1CCN(C(=O)c2cc(-c3cccc4ccccc34)nc3ccccc23)CC1	-5	i	2	2.3	-2	1.9	1.9	25	8
Cc1nc(-c2ccc(NC(=O)/C=C\C(=O)O)cc2)cs1	9	-0.6	-8	0.3	-5	-0.5	-2.0	12	-16
COc1ccccc1OCC(=O)NCCSCc1ccccc1Cl	1	0.0	-1	x	6	0.4	0.9	2	-24
COc1ccc(-c2c(-c3ccc(OC)c(C)c3O)n[nH]c2C)cc1	-7	0.6	-10	-0.1	8	-3.7	u	-5	12
CCC(C)NC(=O)Nc1ccc(F)c(Cl)c1 (stereo unspecified)	-1	-0.3	1	1.6	0	-1.3	-1.0	8	-17
Cc1ccc(S(=O)(=O)N2CCN(C(=O)c3ccccn3)CC2)c(C)c1	-3	x	-2	0.1	1	-0.6	-1.0	2	11
CC1(C)CC(=O)C2=C(C1)N(CCN1CCOCC1)C1=C(C(=O)CC(C)(C)C1)C2c1ccc(Cl)cc1	-7	-0.1	4	1.9	-2	0.5	-0.8	15	-7
O=C1OC(c2ccccc2)(N(Nc2ccccc2)c2ccccc2)c2ccccc21 (stereo unspecified)	3	-5.9	-6	3.2	x	-0.4	x	23	x
CCOC(=O)CN1C(=O)C2Cc3ccccc3CN2C1=S (stereo unspecified)	2	i	-4	x	2	0.8	1.8	5	-6
CCC(=O)Nc1ccc(-c2nnc(SCC(=O)NCC3CCCO3)n2C)cc1 (stereo unspecified)	-3	-0.4	-2	x	-1	-0.3	-0.8	-4	-8
CCOc1cc(/C=N/NC(=O)OC)ccc1OCCSc1ccc(Cl)cc1	-4	3.3	-1	x	8	1.3	-0.5	-1	x
Cc1ccc(C)c(OCC(=O)Nc2ccccc2N2CCCC2)c1	2	i	x	-0.5	4	x	3.4	31	4
CC1CN(CCCCSc2ccc(Cl)cc2)CC(C)O1 (stereo unspecified)	4	i	-1	-0.3	0	-0.8	12	28	-12
CN(Cc1ccccc1)Cc1nc2c([nH]1)c(=O)[nH]c(=O)n2C	4	-12	-3	x	1	-0.9	0.3	15	-9
Cc1nc2cc(S(=O)(=O)N3CCC(C(=O)O)CC3)ccc2n1C1CCCC1	-3	i	-4	x	3	-0.7	-0.5	-9	-10
Cc1ccc(NC(=O)C2CCCC2)cc1S(=O)(=O)N1CCOCC1	-7	-0.3	-2	0.8	x	1.6	0.6	0	-1
O=C(NCCNc1cc(Cl)ccc1[N+](=O)[O-])c1ccco1	-26	-0.3	-4	0.0	7	-0.3	-0.5	-2	-3
O=C1C2C3C=CC(CC3)C2C(=O)N1c1cccc(C(F)(F)F)c1 (stereo unspecified)	-4	-0.4	-3	1.1	-1	2.7	-0.4	2	-1
Cn1c(=O)c2c(-c3ccccc3)n(-n3cnnc3)cc2n(C)c1=O	-13	i	-2	x	3	0.1	-0.8	4	-7
COCCCNC(=O)c1c[nH]c2ccc(S(=O)(=O)N3CCC(C)CC3)cc2c1=O	-6	0.3	0	1.5	1	0.2	-2.0	-8	-9
CCOc1cc(/C=C/c2nc3ccccc3c(=O)[nH]2)ccc1O	-3	i	-2	1.1	-1	-0.9	0.5	-1	7
NNC(=O)c1cc2c(s1)CCCCCC2	19	i	-9	x	5	0.4	2.0	15	-11
COc1ccc2cc(C(=O)C3CCCN(C(=O)c4ccnn4C)C3)ccc2c1 (stereo unspecified)	-7	2.3	0	2.0	5	0.1	1.9	17	5
CC(=O)Nc1ccc(S(=O)(=O)N2CCN(CCc3ccccc3)CC2)cc1	-2	-0.2	-13	-0.1	-7	0.7	-0.4	-14	-15

Going on with the list.
molecule	PrPC surface inh	BH1578 lux ind	Anthrax LF inh2	TcdB GH inh	SARS 3CLpro inh	BoNT-A LC inh2	PfHsp40 yeast	Yp Topo-I inh	SSB-PriA inh
CCC(C)N1C(=O)CCC1C(=O)N1CCN(c2ccc(F)cc2)CC1 (stereo unspecified)	-4	-0.2	-3	x	0	-0.1	0.8	-1	3
Cc1cccc(NC(=S)N2CCN(S(=O)(=O)c3ccccc3)CC2)c1	5	i	2	0.8	-2	1.0	0.1	3	8
COc1cc2c(CCNC(C)=O)c[nH]c2cc1Cl	-7	0.6	-10	1.2	x	0.1	-1.8	-6	-6
COc1cccc(C(=O)COc2ccc(NC(=O)c3ccccc3)cc2)c1	-2	i	x	2.0	1	x	1.0	15	-21
COc1cc(C=C2NC(=O)NC2=O)ccc1O	-16	-5.0	-6	4.4	x	-0.3	x	-2	x
O=C(C[n+]1ccccc1)c1ccc(-c2ccccc2)cc1	-8	-0.7	-5	0.8	-2	-0.2	1.6	-11	0
CC(C)CNC(=S)NNC(=O)c1ccco1	6	i	-1	x	-1	0.6	-0.2	-5	0
CCOC(=O)c1csc(CCNC(=O)c2ccccc2)n1	-4	i	-5	1.1	x	0.1	x	0	x
CC1(C)CC(=O)C2=C(C1)Oc1nc3ccccc3cc1C2C(C#N)C#N (stereo unspecified)	-9	i	-1	x	-2	0.2	-0.7	-4	-23
O=C(N1CCOCC1)N1CCCC(c2nc(-c3cccs3)no2)C1 (stereo unspecified)	5	i	1	2.1	-8	0.0	-0.4	6	-3
CCc1nnc(SCC(=O)Nc2nnc(C)s2)n1CC1CCCO1 (stereo unspecified)	-1	-7.9	-6	1.7	5	0.9	-0.1	-7	-14
COc1ccccc1C(CNC(=O)c1cc(C)nc2ccccc12)N(C)C (stereo unspecified)	-6	-0.1	2	1.4	3	1.0	0.2	-1	-11
Fc1ccc(-c2n[nH]c(=S)n2/N=C/c2c[nH]c3ccccc23)cc1	-7	-2.2	0	1.0	-5	0.3	0.7	-1	x
Cn1c(CN2CCN(c3cccc(Cl)c3)CC2)nc2ccccc21	2	-0.4	u	x	-2	-12	0.7	34	-9
Cc1ccc(NC(=O)N2C3CCCC2CC(NC(=O)C2CC2)C3)cc1 (stereo unspecified)	3	-0.4	0	-0.5	7	0.4	-0.3	7	-17
Clc1ccc(CSc2nnnn2-c2ccc3c(c2)OCO3)c(Cl)c1	5	-2.2	-1	x	-1	0.0	1.9	32	-21
O=C(COC(=O)/C=C/c1ccccc1Cl)NCc1ccccc1	1	-0.1	4	x	2	0.1	u	0	4
COCc1cc(C)nc(N2CCc3ccccc32)c1C#N	7	-10	0	x	-2	-0.7	2.1	6	-1
CC1=C(C(=O)NC(C)c2ccccc2)C2(CCC(C)CC2)OC1=O (stereo unspecified)	9	-0.3	-2	-0.2	0	-0.4	-0.3	-3	-23
Cc1cc(C)c2c(N=CN(C)C)c(C(=O)N3CCN(c4ncccn4)CC3)sc2n1	-2	x	-1	x	-4	-0.8	1.0	14	-17
COc1cc(NC(=O)c2ccccc2Cl)ccc1NC(=O)c1ccco1	3	-2.0	2	x	-7	1.1	2.6	-7	-2
O=C(O)/C=C/C(=O)NC1CCS(=O)(=O)C1 (stereo unspecified)	1	-1.6	-4	x	-2	-2.4	-0.2	-4	-8
CCn1c(SCC(=O)Nc2cccc(OC)c2)nc2c(c1=O)SCC2	6	-0.3	x	1.7	x	x	1.6	1	2
CCOc1ccccc1NC(=O)CSc1nc2ccccc2nc1N1CCOCC1	1	-0.3	-2	1.2	4	-0.4	2.2	23	-17
Cc1ccc(NC(=S)N2CCc3[nH]c4ccccc4c3C2)cc1	-3	-0.9	10	-0.1	6	-1.3	0.8	-9	-16
O=C(NCC(=O)N1CCN(S(=O)(=O)c2ccccc2)CC1)c1ccc(Br)o1	0	i	x	-2.9	x	x	-1.4	-7	-9
CCC(=O)Nc1sc2c(c1C(N)=O)CCN(Cc1ccccc1)C2	-9	-0.6	-8	1.3	-1	0.0	0.4	-1	2
CC1CN(S(=O)(=O)c2ccc(C(=O)N(CCCN(C)C)c3nc4cc5c(cc4s3)OCCO5)cc2)CC(C)O1 (stereo unspecified)	-6	-1.4	-1	3.3	x	2.7	-0.1	9	6
COc1ccc(S(=O)(=O)N2CCOCC2)cc1NC(=O)c1cc2c(s1)CCCC2	1	-0.2	-1	x	3	0.5	-0.7	41	-6
COc1ccc([C@H]2/C=C\CN(C(=O)C3CCCC3)[C@@H](C)C(=O)N2Cc2ccc(F)cc2)cc1	0	i	1	0.7	x	-0.5	0.7	4	-19

Nothing new here: entries from further up.
molecule	PrPC surface inh	BH1578 lux ind	Anthrax LF inh2	TcdB GH inh	SARS 3CLpro inh	BoNT-A LC inh2	PfHsp40 yeast	Yp Topo-I inh	SSB-PriA inh
CC1(C)CC(=O)C2=C(C1)Oc1nc3ccccc3cc1C2C(C#N)C#N (stereo unspecified)	-9	i	-1	x	-2	0.2	-0.7	-4	-23
O=C(N1CCOCC1)N1CCCC(c2nc(-c3cccs3)no2)C1 (stereo unspecified)	5	i	1	2.1	-8	0.0	-0.4	6	-3
CCc1nnc(SCC(=O)Nc2nnc(C)s2)n1CC1CCCO1 (stereo unspecified)	-1	-7.9	-6	1.7	5	0.9	-0.1	-7	-14
COc1ccccc1C(CNC(=O)c1cc(C)nc2ccccc12)N(C)C (stereo unspecified)	-6	-0.1	2	1.4	3	1.0	0.2	-1	-11
Fc1ccc(-c2n[nH]c(=S)n2/N=C/c2c[nH]c3ccccc23)cc1	-7	-2.2	0	1.0	-5	0.3	0.7	-1	x
Cn1c(CN2CCN(c3cccc(Cl)c3)CC2)nc2ccccc21	2	-0.4	u	x	-2	-12	0.7	34	-9
Cc1ccc(NC(=O)N2C3CCCC2CC(NC(=O)C2CC2)C3)cc1 (stereo unspecified)	3	-0.4	0	-0.5	7	0.4	-0.3	7	-17
Clc1ccc(CSc2nnnn2-c2ccc3c(c2)OCO3)c(Cl)c1	5	-2.2	-1	x	-1	0.0	1.9	32	-21
O=C(COC(=O)/C=C/c1ccccc1Cl)NCc1ccccc1	1	-0.1	4	x	2	0.1	u	0	4

Continued.
molecule	PrPC surface inh	BH1578 lux ind	Anthrax LF inh2	TcdB GH inh	SARS 3CLpro inh	BoNT-A LC inh2	PfHsp40 yeast	Yp Topo-I inh	SSB-PriA inh
O=c1c(S(=O)(=O)c2ccc(Cl)cc2)cn(Cc2cccc(F)c2)c2ccc(F)cc12	-4	-0.3	0	0.7	-1	0.3	-0.5	-7	-15
COc1ccc(/C=C2/C(=O)NC(=S)N(C3CC3)C2=O)cc1CN1C(=O)c2ccccc2C1=O	-7	0.0	0	0.7	0	2.4	3.5	-2	-4
CN1C(=O)[C@H](Cc2ccc([N+](=O)[O-])cc2)NC1=S	3	-0.8	0	0.3	5	0.1	-1.8	-2	-7
CC(O)c1nc2ccccc2n1CCCOc1ccccc1 (stereo unspecified)	4	i	2	2.4	1	-0.6	0.7	0	7
